S1P4 ag: activates the human S1P4 receptor; activation, % at 4.98 µM; AID 1509; 220,000 tested, 0.35% active; S1P4-expressing cell line, agonist reporter assay; in the data active means activation above about 11%;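 further: 0% = DMSO vehicle and 100% = reference agonist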
Ba/F3 V617F tox: reduce viability of Ba/F3 cells dependent on JAK2V617F. Ba/F3 EpoR-JAK2V617F viability, ATP luminescence. inhibition, % at 5.6 µM. 220,000 tested, 1.1% active. AID 1446;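 active means inhibition above the campaign mean plus 3 SD over all tested compounds, cut at about 24% in these data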;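 further: cytokine-independent growth of Ba/F3 cells driven by EpoR plus mutant JAK2; 0% = DMSO-treated cells and 100% = JAK inhibitor I control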
NPY-Y1 PAM-ag: potentiators or agonists of human neuropeptide Y receptor Y1; NPY-Y1 expressing cells, potentiator/agonist activation; activation, % at 3.6 µM; 220,000 tested, 0.37% active; P25929; in the data active means activation above about 33%, passing the limit was not always enough;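 further: cells stimulated with NPY at EC10 then isoproterenol at EC100; 0% = low agonist plus stimulus and 100% = saturating agonist plus stimulus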
RBBP9 inh: blocks human serine hydrolase RBBP9. O75884. recombinant RBBP9, FP-Rh probe fluorescence polarization. inhibition, % at 7.94 µM. 220,000 tested, 0.2% active;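 active means inhibition above the campaign mean of all tested compounds plus 3 SD, cut at about 14% in these data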;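 further: plate controls were DMSO wells with RBBP9 for no effect and wells lacking RBBP9 protein for full effect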
Target sequence (O75884 whole entry, looked up): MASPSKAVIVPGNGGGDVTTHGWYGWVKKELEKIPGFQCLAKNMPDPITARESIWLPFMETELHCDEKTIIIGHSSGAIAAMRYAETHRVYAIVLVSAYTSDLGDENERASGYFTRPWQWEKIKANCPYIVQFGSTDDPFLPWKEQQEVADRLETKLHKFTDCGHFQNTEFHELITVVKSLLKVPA
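Measured by – fluorescence polarization · Test system – RBBP9 protein · Input – 2.5 µM RBBP9 dispensing solution, before mixing · Measure – percent inhibition from mP, scaled between DMSO and no-protein wells · Benchmarks – DMSO-treated enzyme wells and wells lacking RBBP9 · Times – preincubation 30 min plus labeling 45 min at 25 °C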
NPY2 pot ag: human NPY-Y2 potentiation or agonism, primary screen; P49146; cells expressing NPY-Y2, potentiator/agonist read-out; activation, % at 3.6 µM; 220,000 tested, 0.45% active; AID 1359; in the data active means activation above about 27%;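 further: cells stimulated with NPY near EC25 plus isoproterenol at EC100; 0% = vehicle plus submaximal agonist and 100% = vehicle plus saturating agonist; some results beyond the cut were filed as inactive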
BaF3 parental: counter-screen for JAK2V617F inhibitors: parental Ba/F3 viability inhibitors; CellTiter-Glo ATP luminescence; inhibition, % at 5.6 µM; 220,000 tested, 1.1% active; AID 1486;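 active means inhibition above a per-campaign cutoff, the mean inhibition of all tested compounds plus 3 SD, cut at about 27% in these data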;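 further: 0% = DMSO wells and 100% = JAK Inhibitor I control wells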
S1P4 antag: human S1P4 receptor antagonism; O95977; inhibition, % at 4.98 µM; 220,000 tested, 0.26% active; S1P4-expressing cells, antagonist mode, reporter read-out; in the data active means inhibition above about 29%;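 further: 0% = wells stimulated with agonist and 100% = vehicle wells without agonist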
NPY-Y1 antag: antagonists of human neuropeptide Y receptor Y1; P25929; inhibition, % at 3.6 µM; 200,000 tested, 1% active; AID 1040; HEK293-CNG Y1 cells, membrane potential fluorescence; NPY at EC95, then isoproterenol;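 active means inhibition above the campaign mean inhibition of all tested compounds plus 3 SD, cut at about 20% in these data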;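 further: 0% = DMSO wells given NPY plus isoproterenol and 100% = isoproterenol alone without NPY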
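Assay system: HEK293 Y1/CNG channel cell line; Doses: single compound dose of 3.6 µM, 0.4% DMSO; Timing: dye 3 h, compound 60 min room temperature, stimulation 45 min; Technique: Membrane-potential fluorescent dye readout; Measure: % inhibition of NPY effect.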
Runt-CBFb FRET: inhibitors of human RUNX1 Runt domain binding to CBFb; inhibition, % at 20 µM; 220,000 tested, 0.46% active; Cerulean-Runt/Venus-CBFb FRET ratio 530/480, 1 h; AID 1496;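 active means inhibition over about 50% at 20 µM in the single-dose screen, limit read from the data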;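 further: 0% = DMSO wells and 100% = excess unlabeled CBFb competitor control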
Target sequence (Q01196 whole entry, looked up, the tested form may be a part): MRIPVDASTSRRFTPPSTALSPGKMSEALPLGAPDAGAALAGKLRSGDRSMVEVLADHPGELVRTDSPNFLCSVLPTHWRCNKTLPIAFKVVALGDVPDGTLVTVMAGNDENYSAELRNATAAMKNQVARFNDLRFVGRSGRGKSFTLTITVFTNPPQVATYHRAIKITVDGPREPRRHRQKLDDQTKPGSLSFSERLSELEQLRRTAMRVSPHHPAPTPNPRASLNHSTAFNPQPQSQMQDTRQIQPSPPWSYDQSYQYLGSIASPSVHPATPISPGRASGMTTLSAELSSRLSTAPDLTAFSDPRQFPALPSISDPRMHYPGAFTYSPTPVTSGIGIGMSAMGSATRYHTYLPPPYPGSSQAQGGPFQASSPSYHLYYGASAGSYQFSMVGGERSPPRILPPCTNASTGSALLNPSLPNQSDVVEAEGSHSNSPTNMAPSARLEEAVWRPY
Target sequence (Q13951 whole entry, looked up, the tested form may be a part): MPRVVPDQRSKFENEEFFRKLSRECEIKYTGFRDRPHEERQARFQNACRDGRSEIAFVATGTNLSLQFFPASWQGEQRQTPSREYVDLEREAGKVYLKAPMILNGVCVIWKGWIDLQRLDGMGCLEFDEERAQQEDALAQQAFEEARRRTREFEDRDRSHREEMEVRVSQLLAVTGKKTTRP
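Measured by: fluorescence energy transfer, 422 nm excitation, 530/480 nm emission; Assay system: Cerulean-Runt domain; Medium: Tris pH 7.5 buffer with BSA; Measure: loss of energy transfer signal; Controls: 5 µM unlabeled CBFb as full-inhibition high control; Incubation: protein complex preformed 1 h, compound exposure 1 h, room temperature, dark.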
An asterisk follows results filed as active; x = no result given.

Value order: S1P4 ag	Ba/F3 V617F tox	NPY-Y1 PAM-ag	RBBP9 inh	NPY2 pot ag	BaF3 parental	S1P4 antag	NPY-Y1 antag	Runt-CBFb FRET
CC(C)Cc1nnc(NS(C)(=O)=O)s1
    -1.3	-5	-1	-3	2	5	-11	-1	2
COc1ccc(Br)c(C(=O)N2CCN(S(=O)(=O)/C=C/c3ccccc3)CC2)c1
    -1.0	1	4	-8	7	6	-11	-1	-2
COc1ccc(OC)c2[nH]c(=O)c(CCNS(=O)(=O)c3ccc(C)cc3)cc12
    -0.9	2	-13	-7	2	3	6	2	-2
CCCCCn1nnc2c(=O)oc3ccccc3c21
    0.9	-1	21	1	-5	9	-28	7	0
Cc1ccc(CNC(=O)c2cn(C3CCCC3)c(=O)c3c2c2ccccc2n3C)o1
    -1.1	1	-29	2	-8	0	0	5	6
COCCn1c(SCC(=O)c2ccc3c(c2)OCCO3)nnc1-c1ccoc1C
    -3.8	-2	-24	-9	0	-2	-11	-1	6
Cc1cc(Cl)ccc1OCC(=O)Nc1nc(-c2cccs2)cs1
    0.8	-2	-17	-32	-2	-2	-15	14	x
Cc1ccc(-c2nn(CC(=O)Nc3cccnc3)c(=O)c3ccccc23)cc1
    -1.3	2	0	-1	1	8	-60	2	10
COc1ccc(CN2CCN(CC(O)Cn3c4ccccc4c4ccccc43)CC2)cc1 (configuration not stated)
    0.5	1	-32	-9	-17	9	-4	14	-3
Cc1cccc(C)c1-n1c(=O)n(Cc2ccccc2)c(=O)c2[nH]cnc21
    0.3	0	13	-3	-1	1	3	x	-3
CC(=O)c1cccc(OCC(=O)c2cc(C)n(-c3cc(C)on3)c2C)c1
    -1.9	5	-1	-10	-18	11	-7	14	-3
CC(=O)c1cc2c(cc1NC(=O)CCc1ccccc1)OCO2
    1.1	1	-3	4	-8	1	-11	4	0
COCCCC1CCN(Cc2nc(-c3ccccc3)no2)CC1
    -0.9	2	-4	-7	-14	5	7	4	0
Cc1ccc(OCc2nc3ccccc3[nH]2)cc1
    -1.3	9	-20	-2	3	13	4	3	-3
O=C(Nc1ccc([N+](=O)[O-])cc1)Nc1ccc(Cl)cc1F
    0.1	-2	8	1	12	2	-2	-3	1

Sorted by the number under NPY-Y1 PAM-ag (lowest first): 3 from the list above
| SMILES | NPY-Y1 PAM-ag |
| --- | --- |
| CC(=O)c1cccc(OCC(=O)c2cc(C)n(-c3cc(C)on3)c2C)c1 | -1 |
| Cc1cccc(C)c1-n1c(=O)n(Cc2ccccc2)c(=O)c2[nH]cnc21 | 13 |
| CCCCCn1nnc2c(=O)oc3ccccc3c21 | 21 |

(cont.)
Value order: S1P4 ag	Ba/F3 V617F tox	NPY-Y1 PAM-ag	RBBP9 inh	NPY2 pot ag	BaF3 parental	S1P4 antag	NPY-Y1 antag	Runt-CBFb FRET
CCN(CC)CCOC(=O)c1ccc(NC(=O)c2cccc(C)c2[N+](=O)[O-])cc1
    1.3	3	-23	-1	-4	2	-12	-6	0
N#Cc1ccc(CSc2nnc(-c3ccncc3)n2CCc2ccccc2)cc1
    -0.3	10	3	-9	4	12	-2	14	-3
N#Cc1cc(C(=O)c2ccccc2O)cn(-c2ccc(Cl)cc2)c1=O
    0.6	3	4	-2	-3	8	-1	-1	-2
CCOC(=O)N1CCN(CC(=O)Nc2ccc(C)cc2)CC1
    0.5	-2	18	-2	5	1	-7	6	-1
Cc1ccc2c(COC(=O)CNC(=O)c3ccccc3)cc(=O)oc2c1
    0.9	-2	11	-5	5	7	-14	3	1
Cc1cc(C)nc(NC2=NCCN2C(=O)Nc2ccc(Cl)c(Cl)c2)n1
    2.0	-3	-32	-10	-8	4	-37	2	x
O=C(NC(Nc1ncc(S(=O)(=O)c2ccc([N+](=O)[O-])cc2)s1)(C(F)(F)F)C(F)(F)F)c1ccc(Cl)cc1
    -0.2	0	5	-4	21	4	26	3	0
CCN(CC)C(=O)CCCSc1nnc(Nc2ccccc2F)s1
    3.0	0	0	-2	5	9	-3	-1	0
Cc1nn2c(=O)c(NC(=O)c3ccc(F)cc3)cnc2s1
    -0.3	-1	-5	-8	-12	3	-14	0	0
CC(=O)N1CCC2(CC1)C(C#N)=C(N)Oc1n[nH]c(C(F)(F)F)c12
    2.8	1	-20	3	4	2	8	2	0
Cc1csc2sc(-c3ccnc(SCC(=O)NCc4ccccc4)n3)c(C)c12
    -0.8	81*	-61	-15	-61	60*	3	x	-2
O=C(CN1C2=NCCN2c2ccccc21)c1ccc2c(c1)OCO2
    -0.1	4	0	-2	-11	4	-9	-1	0
O=C(CNCc1ccccc1)Nc1ccccc1-c1ccccc1
    1.1	1	13	7	18	8	-19	6	0
Cc1ccc(N=Nc2ccc(C)cc2NC(=O)Nc2ccccc2F)cc1
    1.2	-2	22	-2	7	-1	9	x	-4
CCc1ccc(CN(C(=O)c2cc3ccccc3oc2=O)C2CCS(=O)(=O)C2)cc1 (configuration not stated)
    -0.3	-2	-2	3	8	5	-30	-4	-3
O=C(C1=C(O)C(=O)N(c2ncccn2)C1c1ccc(Cl)cc1)c1ccco1 (configuration not stated)
    -0.8	-1	7	7	-6	3	1	-2	-1
Cc1cc(Nc2cnc3ccccc3n2)n(-c2ccccc2)n1
    -1.3	-2	-24	-5	5	3	-12	1	0
CCOC(=O)N1CCC(Nc2ncnc3c2cnn3-c2ccc(Cl)cc2)CC1
    -0.4	0	-18	-7	-10	6	-13	0	0
C=CCn1c(CCNC(=O)c2cccs2)nnc1SCC(=O)c1ccc(Br)cc1
    -0.6	-1	1	-3	3	6	6	-2	-2
O=S(=O)(c1ccccc1)N1CCC(N2CCCCCC2)CC1
    1.1	-2	2	-11	-7	1	-12	1	-1
COc1ccc(C(OC(=O)c2ccco2)C(=O)NCC2CCCO2)cc1 (configuration not stated)
    7.1	-3	-5	2	-11	1	11	-4	1
O=c1nc2s/c(=C\c3ccco3)c(=O)n2nc1Cc1ccccc1
    -0.7	1	9	-1	1	3	0	0	33
O=C(Nc1nc(-c2cccc(Br)c2)cs1)Oc1ccccc1
    0.9	3	14	1	6	8	-9	0	1
Cc1sc(NC(=O)/C=C/c2ccc3c(c2)OCO3)nc1-c1ccccc1
    2.1	21	12	-11	18	15	1	-1	-1
CN(C)S(=O)(=O)c1ccc(C(=O)Nc2cccc(S(=O)(=O)NC3=NCCC3)c2)cc1
    -0.7	2	3	-9	-3	-1	-10	x	0
COc1ccc(Oc2ccc(C(F)(F)F)cc2N)cc1
    0.6	-2	11	-3	-1	-4	-1	x	1
CCC(=O)NC(=S)Nc1ccc(NC(=O)c2ccco2)cc1
    0.7	6	-5	-1	6	2	-11	6	2
Cc1ccc(NC(=O)CN(C)C(=O)c2ccc(S(=O)(=O)N(C)c3ccccc3)cc2)cc1
    0.2	1	-1	-9	-4	6	-16	14	-3
Cc1nn2c3c(cnc2c1-c1ccccc1)C(=O)CC(c1ccccc1)C3 (configuration not stated)
    -0.5	-1	25	8	9	8	-8	4	-3
Nc1cc(-c2ccccc2)nn1S(=O)(=O)c1ccc(Br)cc1
    0.3	-1	7	4	-1	4	9	2	1
Cn1c(=O)c2c(nc(Br)n2CCc2ccccc2)n(C)c1=O
    2.5	-1	-5	10	-15	3	-13	-1	-3
COCCn1c(C)cc(C(=O)COC(=O)c2cc3c(s2)CCC3)c1C
    2.4	-3	-22	-12	3	4	-2	0	0
COC(=O)CCC(=O)Nc1ccc(OC)cc1
    -0.1	-3	-3	2	20	2	-3	3	-2
O=C(COC(=O)CCC(=O)c1cccs1)NCc1ccccc1
    0.3	-1	1	-1	1	-3	5	-4	-2
N#Cc1cc([N+](=O)[O-])ccc1NC(=O)COC(=O)CC1CCCC1
    -0.9	-3	1	-2	-9	0	-3	x	1
CC(C)c1ccc(NC(=O)c2ccc(NS(C)(=O)=O)cc2)cc1
    0.3	8	13	-6	5	8	1	-9	-3
COc1ccc(/C=N/NC(=O)c2c(C)nc3ccc(Br)cn23)cc1OC
    0.3	-2	2	-3	-17	-1	-28	x	2
CCOc1ccc(-n2cc(C(=O)NC(C)C)c3cc(OC)c(OC)cc3c2=O)cc1
    -1.2	-2	7	-3	1	2	-17	9	0
CCOc1ccc(OCC)c(S(=O)(=O)NCc2cccnc2)c1
    2.7	2	4	-7	20	6	-3	-5	-4
CC1=NN(C(N)=S)C(=O)C1N=Nc1ccc(O)cc1 (configuration not stated)
    0.8	37*	-7	0	-9	58*	-2	-3	3
CCc1ccccc1NNC(=O)c1snnc1C
    1.6	-3	0	-1	13	2	2	x	0
CN1CCN(c2ccc(Cl)cc2NC(=O)/C=C/c2cccc(F)c2)CC1
    -1.7	2	15	-7	6	5	11	2	0
CC12CN3CC(C)(CN(C1)C3c1cc3ccccc3[nH]1)C2=O (configuration not stated)
    -1.0	-1	4	-1	-1	4	-18	3	0
COC(=O)Cc1ccc(NC(=S)NCc2ccc(Cl)cc2)cc1
    3.0	2	-1	-6	7	5	-4	-1	0
CN(Cc1cccnc1)Cc1cn(C)nc1-c1ccc(Oc2ccccc2)cc1
    0.0	5	-12	-6	-20	7	-4	-5	-4

An unsorted share of the library; overall some 3.6% were active at least once.
